# TDP-43 yeast inh: rescues yeast growth from TDP-43 toxicity | actives 1.8% (n = 410,000) | Potency, µM (highest dose often 46.1 µM), without a hit: at the highest dose growth rescue (activation), most hits filed as activators | TDP-43 expressing yeast growth rescue, BacTiter-Glo, 24 h; further: % of control where 0% means no effect; nearly all actives have a fitted effect of over 50% in size
#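 In this qHTS, compounds that restore growth of yeast expressing TDP-43 appear as activators. Cells (OD600=0.02, galactose medium, raffinose-pregrown) are incubated with compound 24 hr at 30 deg C and growth is quantified by BacTiter-Glo.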
# PTHR1 agonist: activates the human parathyroid hormone receptor PTHR1 | Q03431 | Potency, µM (series often up to 115 µM), inactives show top-dose activation, actives largely listed as activators | actives 0.075% (n = 410,000) | HEK293 GP2 PTHR1 cells, GloSensor cAMP luminescence, 1 h; further: nearly all actives have a fitted effect of over 55% in size; some results filed as inactive show a strong effect at the top dose; inactives centre near -15; many of its hits are not listed in these tables
# Target sequence (Q03431 whole entry, looked up): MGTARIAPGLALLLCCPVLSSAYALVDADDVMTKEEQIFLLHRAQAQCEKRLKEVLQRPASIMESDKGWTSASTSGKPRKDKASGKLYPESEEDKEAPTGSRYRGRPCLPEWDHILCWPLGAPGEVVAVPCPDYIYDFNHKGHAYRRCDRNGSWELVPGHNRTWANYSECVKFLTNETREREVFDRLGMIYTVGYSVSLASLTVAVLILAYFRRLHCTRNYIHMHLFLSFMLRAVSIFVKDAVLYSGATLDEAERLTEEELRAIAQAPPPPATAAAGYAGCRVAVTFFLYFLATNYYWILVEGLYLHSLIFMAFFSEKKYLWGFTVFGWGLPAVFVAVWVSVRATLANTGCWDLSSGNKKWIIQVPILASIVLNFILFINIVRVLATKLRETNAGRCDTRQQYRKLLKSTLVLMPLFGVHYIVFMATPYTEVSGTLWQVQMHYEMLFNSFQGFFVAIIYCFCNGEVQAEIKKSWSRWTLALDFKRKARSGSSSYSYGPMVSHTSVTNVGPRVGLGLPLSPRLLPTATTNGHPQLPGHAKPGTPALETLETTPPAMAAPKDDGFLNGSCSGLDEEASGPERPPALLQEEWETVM
#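 HEK-293-derived GP2 cells expressing PTHR1 and a GloSensor cAMP reporter, 3,000/well, plated overnight, given luciferin plus IBMX (each 0.5 mM as added) for 1 h at 37 °C, then compound for 1 h at 37 °C. Luminescence was read after 15 min at room temperature.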
# FUS yeast rescue: suppressors of FUS proteinopathy in yeast; S. cerevisiae FUS-expressing, growth rescue, OD600, 24 h; Potency, µM (series often up to 76.6 µM), without a hit: at the highest dose growth rescue (activation), usual class: activators; actives 0.24% (n = 390,000); AID 1347120;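 further: plate controls were DMSO vehicle for no effect and reference control for full effect; nearly all actives have a fitted effect of over 55% in size; some results filed as inactive show a strong effect at the top dose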
#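 Read-out: OD at 600 nm after 24hr at 30C, reporting rescue of FUS-induced yeast toxicity. Cells at OD 0.005 in galactose (2%) minimal medium; compounds tested in a dilution series; CP55940 titration from 92uM final as control.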
# Active calls of the source: *; i = inactive; u = inconclusive; [ ] = another dose, or the depositor's remark. The call rests on the fitted dose curve; in most records, active means well fitted curve in the direction sought with a large enough effect; inconclusive means small, poorly fitted or top-dose-only effect, or another doubt; inactive means no such curve, though single readings can be large; an effect the other way counts as inactive or inconclusive. Potency means the concentration at half of the fitted maximal effect. This is a subset; rates above refer to the full screens.
mol	TDP-43 yeast inh	PTHR1 agonist	FUS yeast rescue
CCn1cc2nc(SCc3cccc(C(F)(F)F)c3)n(Cc3ccc(OC)cc3)c(=O)c2n1	4.3%	i	u
COc1ccc(CCn2cc3c(c2-c2ccccc2Br)c(=O)n(C)c(=O)n3C)cc1OC	11.8%	i	14.4%
COc1cccc(C(=O)NC2=NC(c3ccccc3F)CC(=O)N2)c1 (stereo not drawn)	20.5%	i	9.7%
Cc1ccc(NC(=O)Cn2c(=O)n(CCC(=O)NCc3ccccc3Cl)c(=O)c3ccccc32)c(C)c1	-10.0%	-18.6%	-15.4%
CCN(CC)c1ccc(C(=O)NCc2ccc3c(c2)CCN3C(=O)c2cccc(C)c2)cc1	7.6%	-25.6%	-20.7%
Cc1ccc(OCCn2c(-c3ccc(Cl)cc3)nc3ccccc3c2=O)c(C)c1	14.5%	-18.9%	-12.8%
CCS(=O)(=O)c1cccc(C(=O)Nc2ccc(-c3nc4ccccc4s3)c(O)c2)c1	0.0%	-27.4%	-2.1%
CCOc1ccccc1C(=O)Nc1cccc(-c2nc3ccccc3s2)c1	19.1%	-7.7%	32.9%
CCOCCCn1c(SCC(=O)Nc2ccc(C)cc2)nc2ccccc2c1=O	29.6%	-6.2%	16.0%
O=c1cc(-c2ccccc2)n2c(SCc3ccc(Cl)cc3)nnc2[nH]1	17.9%	-28.3%	-4.3%
Cc1ccc(NC(=O)c2c(NC(=O)c3ccccc3)sc3c2CCC3)cc1	24.8%	i	-12.9%
CCOC(=O)c1ccc(Nc2nc3ccc(C(=O)c4ccccc4)cc3n3c(C)nnc23)cc1	27.3%	u	-0.2%
CCOc1ccc(NC(=O)C2CCN(S(=O)(=O)c3c(C)noc3/C=C/c3ccco3)CC2)cc1	6.0%	-57.8%[inhibitor]	35.1%
Cc1ccc(C)c(NC(=O)C(=O)NCCc2csc(-c3ccc(C(F)(F)F)cc3)n2)c1	18.9%	i	-10.6%
Cc1nc2cc(-c3ccc(Cl)cc3)nn2c(C)c1CCC(=O)N1CCN(c2ccccc2)CC1	-11.7%	6.1%	-23.9%

# More results.
mol	TDP-43 yeast inh	PTHR1 agonist	FUS yeast rescue
CCN(c1ccc(OC)cc1)S(=O)(=O)c1nnc(NC(=O)c2ccccc2C)s1	-9.0%	-53.5%[inhibitor]	8.0%
Cn1cc(S(=O)(=O)N2CCCCCC2)cc1C(=O)Nc1ccccc1F	u	i	41.1%
COc1ccc(NC(=O)CC2C(=O)N(c3cccc(OC)c3)C(=O)N2CCC2=CCCCC2)cc1 (stereo not drawn)	-7.9%	i	17.1%
COc1ccc(-n2ncc(C(=O)Nc3ccc4c(c3)OCCO4)c2C2CCN(C(=O)OC(C)(C)C)CC2)cc1	6.3%	-55.2%[inhibitor]	34.4%
CCOC(=O)C1=C(CS(=O)(=O)c2cccc(C(F)(F)F)c2)NC(=O)NC1c1cccc(OC)c1 (stereo not drawn)	12.2%	i	5.4%
O=C(CSc1n[nH]c(-c2ccc(F)cc2)n1)NCc1ccccc1Cl	-16.5%	-58.1%[inhibitor]	2.5%
Fc1cccc(-c2nnn3c2nc(NCc2ccc4c(c2)OCO4)c2ccccc23)c1	-1.9%	-17.3%	-2.2%
Cc1ccc(C)c(S(=O)(=O)c2cn(C)c3cc(N4CCCCC4C)c(F)cc3c2=O)c1 (stereo not drawn)	-6.3%	i	9.1%
COc1ccc(-c2cn3c(n2)sc2cc(C(=O)NCc4cccc(F)c4)ccc23)cc1	9.2%	11.3%	8.4%
CC(C)CCN(C(=O)Nc1ccc(Cl)c(Cl)c1)C1CCN(C(C)C)CC1	11.8%	2.9%	-17.1%
COc1ccc(NC(=O)CN2C(=O)C(C)(C)c3cc(S(=O)(=O)N4CCCCC4)ccc32)cc1Cl	24.2%	-61.9%[inhibitor]	u
Cc1cccc(-c2noc(-c3ccccc3OCC(=O)Nc3ccccc3[N+](=O)[O-])n2)c1	2.8%	17.0%	4.2%
COc1cccc(NC(=O)Cn2c(=O)n(CC(=O)NCCc3ccccc3)c(=O)c3sccc32)c1	-7.3%	i	11.1%
COc1ccc(CCNC(=O)CS(=O)Cc2nc(-c3ccc(C)cc3)oc2C)c(OC)c1 (stereo not drawn)	24.3%	i	u
CCn1c(SCc2ccc(F)cc2Cl)nnc1-c1nonc1NC(C)=O	4.2%[9.22 µM]	-62.4%[inhibitor]	29.5%

# Next structures follow:
mol	TDP-43 yeast inh	PTHR1 agonist	FUS yeast rescue
CCc1ccc(N2C(=O)CN(S(=O)(=O)CC)CC2(C)C(=O)NC2CCCCC2)cc1 (stereo not drawn)	12.0%	-3.2%	14.9%
COc1ccc(-c2nc3cc(NC(=O)COc4ccccc4C)ccc3o2)cc1	16.7%	-23.4%	-18.8%
Cc1cccc(N2CCN(C(=O)c3cc4c(=O)oc5ccccc5c4s3)CC2C)c1 (stereo not drawn)	-16.4%	-91.3%[inhibitor]	u
COc1ccc(C)cc1NC(=O)Cn1c(=O)cc(C)c2c(C)nn(C)c21	9.7%	-86.3%[inhibitor]	1.5%
CCc1ccc2nc(N(CCN(CC)CC)C(=O)c3ccco3)sc2c1	-5.1%	-0.1%	-23.6%
CCc1ccccc1N1C(=O)N(CC(=O)c2ccc(OC)cc2)c2ccccc2S1(=O)=O	u	i	38.3%
CCOC(=O)c1c(-c2ccccc2)csc1NC(=O)c1cc(-c2ccc(F)cc2)on1	9.4%	i	-9.9%
O=C(NC1CCCC1)c1ccc2c(c1)N(Cc1ccccc1)C(=O)c1ccccc1S2	22.2%	i	30.0%
CCOc1ccc(N(Cc2cc3cc(C)ccc3[nH]c2=O)C(=O)c2cccc(Cl)c2)cc1	25.4%	-1.5%	-13.0%
COc1ccc(Br)cc1CNC(=O)CCSCc1ccc(Cl)cc1	-2.9%	-64.5%[inhibitor]	-11.1%
COc1cccc(CNC(=O)Cn2c(=O)n3nc(-c4cccc(C)c4)nc3c3ccccc32)c1	10.6%	i	-18.7%
O=C(CSCc1ccc(F)cc1)N1CCc2c([nH]c3ccccc23)C1c1ccc(F)cc1 (stereo not drawn)	-4.3%	-5.9%	30.5%
CCOC(=O)c1c(NC(=O)c2ccc(C)c(C)c2)sc2c1CCCCC2	-8.4%	u	-22.6%
Cc1cc(F)ccc1NC(=O)C1CCN(C(=O)c2cnn(-c3ccccc3)c2-n2cccc2)CC1	21.5%	i	23.6%
Cc1ccccc1-c1noc(-c2ccc(N3CCCCC3)c([N+](=O)[O-])c2)n1	7.3%	-61.0%[inhibitor]	1.4%

# (list continues)
# Results follow in this order: TDP-43 yeast inh	PTHR1 agonist	FUS yeast rescue
CCN1CCN(Cc2c(O)ccc3oc(C)c(C(=O)Nc4ccc(C)cc4C)c23)CC1
 : 9.5%	i	2.1%
CCOCCCNC(=O)Cn1ncc2c([nH]c3ccccc32)c1=O
 : 16.4%	i	-2.4%
Cc1ccc(NC(=O)C(C)n2nnc3sc4c(c3c2=O)CCCC4)cc1Cl (stereo not drawn)
 : 28.7%	-2.9%	32.2%
CCc1ccc(S(=O)(=O)Nc2cc3c(cc2C)n(C)c(=O)c(=O)n3C)cc1
 : 25.1%	i	14.5%
CCc1ccccc1NC(=O)Cn1nnc(-c2nc(-c3ccncc3)no2)c1N
 : u	i	-23.8%
COc1ccc(N2CC(NC(=O)c3ccc(OC(C)C)cc3)CC2=O)cc1 (stereo not drawn)
 : 7.6%	i	-6.4%
CCOc1cccc2sc(NC(=O)c3ccc(S(=O)(=O)N4CCc5ccccc54)cc3)nc12
 : 2.5%	-8.5%	-8.6%
COc1ccc(Cn2c(CNS(=O)(=O)c3ccc4c(c3)CCCC4)nc3cccnc32)cc1
 : 2.0%	-64.3%[inhibitor]	u
COc1ccc(N2CC(NC(=O)/C=C\c3ccccc3)CC2=O)cc1OC (stereo not drawn)
 : 10.9%	i	5.0%
COc1ccc(CNC(=O)Cc2coc3ccc(C)cc23)cc1
 : 29.4%	6.6%	14.0%
COc1ccc(OCC(=O)NC(Cc2c[nH]c3ccccc23)C(=O)O)cc1 (stereo not drawn)
 : 22.1%	-7.9%	1.0%
COc1ccc(Br)cc1CNC(=O)CCCn1c(=O)c2cccn2c2ccccc21
 : 15.3%	-17.8%	24.1%
Cc1nn(C(=O)c2ccc(Cl)cc2)c(C)c1S(=O)(=O)N1CCCCCC1
 : u	-2.9%	15.5%
CCOC(=O)c1c(NC(=O)c2cc(-c3ccc(OC)cc3)on2)sc(C)c1C
 : 12.9%	-19.9%	35.8%
COc1ccc(CNC(=O)c2ccc(NC(=O)N3CCSc4ncccc43)cc2)c(OC)c1
 : 16.7%	i	1.9%
O=C(NCc1ccccc1F)c1ccc(CSc2nc3cccnc3n2Cc2ccccc2)cc1
 : 10.4%	i	-11.3%
COc1ccc(-c2cn3nc(N4CCCC(C(=O)Nc5ccc(Cl)cc5C)C4)sc3n2)cc1 (stereo not drawn)
 : -2.5%	-22.2%	-5.1%
CCn1nc(-c2ccccc2)c(-c2ccccc2)c(C(=O)OCCOC)c1=O
 : 10.3%	4.3%	16.0%
Cc1cccc(OCCSc2nc3ccc(NC(=O)COc4ccccc4C)cc3s2)c1
 : -10.4%	10.8%	5.0%
CC(C)Cc1ccc(S(=O)(=O)N2CCN(Cc3noc(CCC(=O)N4CCCCC4)n3)CC2)cc1
 : 4.7%	-41.2%[inhibitor]	33.0%
COc1ccc(-c2cc(C)no2)cc1S(=O)(=O)NC1CCC(C)CC1 (stereo not drawn)
 : 15.9%	-52.6%[inhibitor]	-5.4%
CCC(C)Cn1c(/C=C/c2ccccc2)nc2ccccc21 (stereo not drawn)
 : 14.1µM*	-35.2%[inhibitor]	11.1%
COc1ccc(-c2cn3nc(SCC(=O)Nc4cc(C)cc(C)c4)ccc3n2)cc1
 : 3.0%[9.22 µM]	-17.9%	-15.6%
CN(C)c1ccc(CNC(=O)CCn2c(=O)c3cccn3c3ccc(F)cc32)cc1
 : 11.9%	i	-2.6%
CC(C)CC(=O)Nc1c(C(=O)N2CCN(c3ccccc3F)CC2)oc2ccccc12
 : 6.9%	-2.9%	31.8%
CCn1c(=O)c2cc(C(=O)NCCCN(C)Cc3ccccc3)sc2c2ccccc21
 : -11.9%	i	1.0%
COc1ccc(OC)c(NC(=O)Cn2c(=O)cc(-c3ccccc3)c3c(C)nn(C)c32)c1
 : 0.0%	-26.3%	33.0%
COc1ccc(CCn2c(=O)c3cccnc3n(CC(=O)Nc3ccc(C)c(F)c3)c2=O)cc1OC
 : -4.0%	-11.2%	28.5%
Cc1ccc(C)c(NC(=O)c2cc(S(=O)(=O)NCCC3=CCCCC3)ccc2F)c1
 : 10.7%	-8.8%	31.7%
COc1cccc(C(=O)COC(=O)c2cc(-c3cccs3)nc3ccccc23)c1
 : 14.7%	i	3.8%

# Structural class: the compounds so far with a furan ring, fused or not
# Results follow in this order: TDP-43 yeast inh	PTHR1 agonist	FUS yeast rescue
CCOc1ccc(NC(=O)C2CCN(S(=O)(=O)c3c(C)noc3/C=C/c3ccco3)CC2)cc1
 : 6.0%	-57.8%[inhibitor]	35.1%
CCc1ccc2nc(N(CCN(CC)CC)C(=O)c3ccco3)sc2c1
 : -5.1%	-0.1%	-23.6%
CCN1CCN(Cc2c(O)ccc3oc(C)c(C(=O)Nc4ccc(C)cc4C)c23)CC1
 : 9.5%	i	2.1%
COc1ccc(CNC(=O)Cc2coc3ccc(C)cc23)cc1
 : 29.4%	6.6%	14.0%
CC(C)CC(=O)Nc1c(C(=O)N2CCN(c3ccccc3F)CC2)oc2ccccc12
 : 6.9%	-2.9%	31.8%

# The results go on.
# Results follow in this order: TDP-43 yeast inh	PTHR1 agonist	FUS yeast rescue
CCC(C)NC(=O)c1cc(Sc2cccc(Cl)c2)nc2ccccc12 (stereo not drawn)
 : 24.1%	-88.9%[inhibitor]	20.2%
CC(C)c1ccc(NC(=O)C(Cc2ccccc2)NS(=O)(=O)c2ccc3c(c2)CCC(=O)N3)cc1 (stereo not drawn)
 : -19.3%	-39.8%[inhibitor]	0.0%
CCC(C)NC(=O)c1sc2ncccc2c1-n1c(C)ccc1C (stereo not drawn)
 : -14.6%	-23.8%	8.6%
COc1ccccc1CCNC(=O)C(=O)NCC(c1cccs1)S(=O)(=O)c1ccc(C)cc1 (stereo not drawn)
 : 12.4%	i	22.3%
Cc1ccc(C)c(N2CCN(Cc3nnc(-c4ccccc4)o3)CC2)c1
 : 11.8%	-14.2%	6.7%
Cc1nn(C(C)C(=O)NC2CCC(C)CC2)c(=O)c2c1sc1ccccc12 (stereo not drawn)
 : 6.7%	i	23.1%
O=C(Cn1nc2c(cc1=O)CCCC2)NCc1ccccc1Cl
 : 12.8%	i	-0.1%
COc1cccc(C(=O)N(Cc2ccco2)c2ccccn2)c1
 : 7.0%	27.3%	5.6%
